Assay outcomes deposited in PubChem BioAssay by several laboratories.
PrPC TRFRET: inhibitors of human cell surface prion protein PrPC, primary screen, cell-based, TR-FRET. TR-FRET read-out. 0.43% of 370,000 active. AID 720596, 2013. inhibition, % at 13.8 µM; in the data active = inhibition above about 24%; note: 0% = median of the test wells and 100% = reference compound wells
TcdB GH inh: TcdB glycohydrolase inhibitors, primary screen, biochemical, single point, plate reader | Toxin B (Clostridioides difficile), P18177 | TcdB glycohydrolase enzymatic assay | inhibition, % at 9.99 µM | 0.24% of 350,000 active; in the data active = inhibition above about 10%
CCHF vOTU inh: CCHFV vOTU protease inhibitors, primary screen, biochemical, Pep-AMC substrate, fluorescence. inhibition, % at 11.5 µM. AID 651958, 2012. 0.55% of 370,000 active; in the data active = inhibition above about 30%; note: 0% = vehicle wells with enzyme and 100% = no enzyme wells
PfHsp40 yeast: rescue of yeast from PfHsp40 toxicity, primary screen, S. cerevisiae, ATP luminescence | S. cerevisiae expressing PfHsp40, growth rescue | growth rescue, % at 12.5 µM | 0.68% of 340,000 active | AID 504582, 2011; in the data active = growth rescue above about 28%, passing the limit was not always enough; inconclusive = no clear call, values can overlap the other calls;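 note: yeast W303a lacking pdr1 and pdr3 grown in galactose medium; growth measured after three days at 30 °C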
Y pestis TopoI: Yersinia pestis topoisomerase I inhibitors, primary screen, biochemical, cleavage product accumulation, plate reader, single point; DNA topoisomerase I (Yersinia pestis CO92); activity, % at 10 µM; AID 504884, 2011; 0.064% of 360,000 active; Y. pestis Topo-I cleavage product accumulation; in the data active = activity above about 50%, passing the limit was not always enough; inconclusive = no clear call, values can overlap the other calls; note: inactives centre near 2
BoNT-F LC inh: BoNT/F light chain protease inhibitors, primary screen, biochemical, flow cytometry, MLPCN library; inhibition, % at 10 µM; Multiplex microsphere protease cleavage assay; AID 588497, 2011; 0.22% of 360,000 active; Botulinum neurotoxin type F light chain protease (Clostridium botulinum); in the data active = inhibition above about 35%, passing the limit was not always enough; inconclusive = no clear call, values can overlap the other calls; note: plate controls were buffer without enzyme for full effect and enzyme alone for no effect
FadD28 binding: inhibitors of FadD28 bisubstrate probe binding, primary screen, biochemical, fluorescence polarization, single point. Mycobacterium tuberculosis FadD28 fatty-acid-AMP ligase. inhibition, % at 12.5 µM. 0.22% of 360,000 active; in the data active = inhibition above about 8.5%, passing the limit was not always enough; inconclusive = no clear call, values can overlap the other calls
BoNT A protease: BoNT/A light chain protease inhibitors, primary screen, biochemical, flow cytometry, MLPCN library | inhibition, % at 10 µM | multiplex microsphere protease substrate cleavage | 0.17% of 360,000 active | Botulinum neurotoxin type A light chain protease (Clostridium botulinum A str. ATCC 3502); note: plate controls were buffer without enzyme for full effect and enzyme alone for no effect
Anthrax LF prot: Bacillus anthracis LF protease inhibitors, primary screen, biochemical, multiplex microsphere, MLPCN library | Lethal factor (Bacillus anthracis), P15917 | multiplex microsphere protease cleavage assay | inhibition, % at 10 µM | 0.12% of 360,000 active | AID 588501, 2011; note: plate controls were buffer without enzyme for full effect and enzyme alone for no effect
Target sequence (P15917 whole entry, looked up): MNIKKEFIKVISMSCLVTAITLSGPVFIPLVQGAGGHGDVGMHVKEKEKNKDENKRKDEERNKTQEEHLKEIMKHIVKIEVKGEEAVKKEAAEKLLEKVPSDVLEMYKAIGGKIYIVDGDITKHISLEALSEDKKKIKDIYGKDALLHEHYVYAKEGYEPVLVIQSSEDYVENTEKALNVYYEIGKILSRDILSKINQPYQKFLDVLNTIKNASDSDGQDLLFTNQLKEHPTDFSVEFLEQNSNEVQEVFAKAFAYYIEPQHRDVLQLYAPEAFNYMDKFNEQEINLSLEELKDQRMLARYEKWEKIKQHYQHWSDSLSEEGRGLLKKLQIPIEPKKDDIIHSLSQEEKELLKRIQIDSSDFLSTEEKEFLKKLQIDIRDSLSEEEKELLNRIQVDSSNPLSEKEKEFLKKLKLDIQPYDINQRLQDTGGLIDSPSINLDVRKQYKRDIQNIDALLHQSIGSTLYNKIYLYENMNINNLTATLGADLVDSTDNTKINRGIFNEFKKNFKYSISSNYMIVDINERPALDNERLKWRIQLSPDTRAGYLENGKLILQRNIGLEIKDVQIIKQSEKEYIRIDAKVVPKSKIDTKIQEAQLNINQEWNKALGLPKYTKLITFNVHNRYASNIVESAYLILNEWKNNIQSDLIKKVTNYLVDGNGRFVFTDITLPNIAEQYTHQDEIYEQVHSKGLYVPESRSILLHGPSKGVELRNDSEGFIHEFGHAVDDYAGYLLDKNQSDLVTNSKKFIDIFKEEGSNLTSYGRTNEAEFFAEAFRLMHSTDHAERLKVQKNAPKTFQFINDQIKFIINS
* = called active by the depositor; ? = inconclusive; · = no result given; & = joins results of further samples. Cut-off read from the data, not from the text of the source, unless noted: active = inhibition above about 30%; inconclusive = no clear call, values can overlap the other calls; inactive = below that.

SMILES	PrPC TRFRET	TcdB GH inh	CCHF vOTU inh	PfHsp40 yeast	Y pestis TopoI	BoNT-F LC inh	FadD28 binding	BoNT A protease	Anthrax LF prot
CC1(C)C2CCC1(C)C(NCC(O)COc1ccc(C#N)cc1)C2 (stereo not drawn)	3	-0.9	4	-0.8	-3	-20	·	-11	0
COC(=O)c1cn(CC(=O)N2CCCCC2C)c2ccccc12 (stereo not drawn)	-6	·	-2	-0.9	6	-6	-1.0	0.2	-3
Cc1noc(C)c1S(=O)(=O)NC1CCCc2ccccc21 (stereo not drawn)	-1	·	-2	-0.1	-3	-13	-0.4	0.7	-4
Cc1ccccc1C1c2[nH]c3ccccc3c2CCN1CCCn1cccn1 (stereo not drawn)	-6	0.7	-12	0.4	7	3	-1.7	-0.2	2
COc1cccc(Cn2cnc(-c3ccccc3OC)c2-c2ccco2)c1	7	-10	17	·	·	9	·	-0.4	-2
CCCCC(=O)N(CCOC)c1nnc(-c2cccnc2)s1	1	·	-16	0.0	-17	-2	-3.8	1.0	0
O=C1C2C(c3ccccc3)C=CC(c3ccccc3)C2C(=O)N1CCO (stereo not drawn)	-5	·	10	1.7	6	15	-2.0	1.6	-2
COc1cccc(CNc2nc(-c3cccnc3)nc3ccccc23)c1	-1	1.1	2	3.7	12	-2	-13	-0.1	-4
C[C@H](CO)N1C[C@H](C)[C@H](CN(C)S(=O)(=O)c2ccc3c(c2)OCCCO3)OCc2cnnn2CCCC1=O	-11	0.2&-0.5	-15	·	5	-5	0.1	-0.1	-1
Cc1cccc(C(=O)NCCCN2CCCC2=O)c1	6	·	10	-0.7	3	-7	-3.6	-0.5	1
Cc1ccc(Cn2c(SCCN3CCOCC3)nc3c2c(=O)n(C)c(=O)n3C)cc1	4	-1.5	2	-0.1	14	-1	-0.6	-0.4	-2
CCCn1c(-c2ccc(C(=O)OC)cc2)nc2c1c(=O)[nH]c(=O)n2Cc1ccccc1	1	1.1	5	0.1	4	2	-0.9	0.3	-10

Overlap with the part before: 5 compounds, then new ones.
SMILES	PrPC TRFRET	TcdB GH inh	CCHF vOTU inh	PfHsp40 yeast	Y pestis TopoI	BoNT-F LC inh	FadD28 binding	BoNT A protease	Anthrax LF prot
COc1cccc(CNc2nc(-c3cccnc3)nc3ccccc23)c1	-1	1.1	2	3.7	12	-2	-13	-0.1	-4
C[C@H](CO)N1C[C@H](C)[C@H](CN(C)S(=O)(=O)c2ccc3c(c2)OCCCO3)OCc2cnnn2CCCC1=O	-11	0.2&-0.5	-15	·	5	-5	0.1	-0.1	-1
Cc1cccc(C(=O)NCCCN2CCCC2=O)c1	6	·	10	-0.7	3	-7	-3.6	-0.5	1
Cc1ccc(Cn2c(SCCN3CCOCC3)nc3c2c(=O)n(C)c(=O)n3C)cc1	4	-1.5	2	-0.1	14	-1	-0.6	-0.4	-2
CCCn1c(-c2ccc(C(=O)OC)cc2)nc2c1c(=O)[nH]c(=O)n2Cc1ccccc1	1	1.1	5	0.1	4	2	-0.9	0.3	-10
CCC(c1nnnn1CCc1ccccc1)N(Cc1ccco1)Cc1cc2c(C)ccc(C)c2[nH]c1=O (stereo not drawn)	0	·	2	-1.3	12	-7	-4.1	-0.2	-1
CCOC(=O)c1c(NC(=S)Nc2ccccc2)sc2c1CCN(CC)C2	-32	·	4	2.8	-7	2	-1.9	18	31*
CCCOc1c(Br)cc(C2C3=C(CCCC3=O)N(CC)C3=C2C(=O)CCC3)cc1OC	2	6.2	-35	0.9	29	0	-5.7	0.6	-1
Cc1cccc(-n2ncc3c(N4CCCC4)ncnc32)c1	2	·	0	1.8	4	5	-2.1	0.5	1
O=C(Nc1cc(S(=O)(=O)N2CCCCC2)ccc1Oc1ccccc1)C1=COCCO1	4	0.7	16	1.6	3	-7	1.1	-1.8	-1
COc1cccc(NC(=O)c2nc(SC)ncc2Cl)c1	0	-0.7	10	0.4	2	6	0.2	-0.3	0
CC(C)CN1CCN(Cc2c[nH]c3ccccc23)CC1CCO (stereo not drawn)	-5	0.6	-13	-0.4	-4	?	-3.0	-0.7	5
O=c1cnc(-c2ccc(Cl)cc2)cn1O	6	-0.1	-25	0.7	3	-3	-0.3	-0.1	-2
CCn1nc(NS(=O)(=O)c2ccccc2[N+](=O)[O-])c2cc3ccc(C)cc3nc21	·	·	·	2.4	7	-6	3.6	3.4	-3
Cc1c(C(=O)OCc2ccccc2)nnn1-c1nonc1N	4	·	9	-0.7	6	8	-0.7	-0.7	-3
CCc1ccc(-c2cc(C)no2)cc1S(=O)(=O)NCCc1ccc(S(N)(=O)=O)cc1	6	1.5	2	0.9	-11	5	-1.2	2.0	-1
Cc1ccc(C(C(=O)NC(C)(C)C)N(CC2CCCO2)C(=O)c2csnn2)cc1 (stereo not drawn)	2	-0.2	-16	-0.8	-3	0	-0.8	2.2	-8
CC(C)c1ccc(-c2nc(N3CCOCC3)[nH]c(=O)c2C#N)cc1	4	·	11	0.6	4	-2	0.5	0.2	-1
Oc1cc(Nc2ccccc2)cc2cccnc12	0	1.0	2	17	-4	-9	-1.0	-1.2	-12
COc1ccc(C(=O)N/C(=C\c2ccccc2)C(=O)NCCCn2ccnc2)cc1	-8	0.5	-1	5.1	3	9	-1.4	-1.8	-6
O=C1/C(=C/c2cccnc2)Cc2ccc(Cl)cc21	0	0.8	5	-0.7	9	-6	0.7	-0.4	-3
Cc1ccc(-c2nnc(Sc3nc4ccccc4o3)c3ccccc23)cc1	-2	·	-8	0.1	12	8	-0.5	1.2	0
CN1CCc2nc(SCC(=O)OC(C)(C)C)c(C#N)cc2C1	-8	·	-9	-0.5	3	-66	-1.2	10	-6
CCc1nc2c(OCCOc3ccc(F)cc3)cccn2c1N(C=O)Cc1ccc(OC)cc1	-3	-0.2	9	·	-6	0	-1.4	0.2	1
CCSc1nc2c(c(=O)[nH]1)C(c1ccncc1)C(C(=O)OC(C)C)=C(C)N2 (stereo not drawn)	2	·	-5	-0.6	3	-6	-8.6	0.1	-1
Cc1nc(N)ncc1Sc1ccc(Cl)cc1	-2	-0.5	-3	-1.7	-6	-6	-2.6	-0.6	-2
CN(C)N1C(N)=C(C#N)C(c2cccnc2)C2=C1CCCC2=O (stereo not drawn)	-5	·	-15	-1.1	-15	-8	-0.1	0.1	-3
Cc1cc(Nc2nc3c(c(=O)n(C)c(=O)n3C)n2C)n(-c2ccc(Cl)cc2)n1	8	·	3	-1.0	-2	-9	-3.2	-0.5	-1
CNC(=O)OCc1snc(-c2ccccc2)c1COC(=O)NC	-5	2.1	-6	·	·	13	-3.2	-0.2	7
CCOP(=O)(c1ccccc1)C(O)c1ccc([N+](=O)[O-])cc1 (stereo not drawn)	-7	1.0	3	-1.3	2	?	1.1	2.4	14
Cc1ccc(C2N(c3ccc(F)cc3)C(=O)C3CCCN32)cc1 (stereo not drawn)	7	1.8	-6	1.9	9	0	-3.9	-0.5	-5
CCOc1ccc(S(=O)(=O)N2CCN(CC)CC2)cc1NC(=O)c1ccccc1F	-4	-12	-2	0.3	2	4	·	0.1	-1
CCCCn1c(N)c(N(CCOC)C(=O)c2cc(-c3ccc(C)cc3)nc3ccccc23)c(=O)[nH]c1=O	-6	1.6	2	2.4	8	8	-3.7	2.7	-1
Cc1cc(-c2ccc(C)c(S(=O)(=O)N3CCN(C(=O)c4ccco4)CC3)c2)on1	2	0.2	-8	0.7	32	2	-4.7	0.3	-2
Cc1c(Cl)c([N+](=O)[O-])nn1Cc1ccc(C(=O)N/N=C\c2cccc(Br)c2)o1	-12	·	3	2.7	8	-9	-2.9	-0.1	0
CC(C)OC(=O)c1cccc(-c2ccc(C=O)o2)c1	8	·	14	-0.3	3	-3	0.1	1.1	1
Cc1cc(C)cc(N(CC(=O)N2CCN(Cc3ccccc3)CC2)S(=O)(=O)c2c(C)noc2C)c1	-2	0.3	4	-0.3	-1	-1	-1.3	0.0	-3
COc1ccc(CNC(=O)c2ccc(-c3cccnc3)c3ccoc23)cc1OC	4	1.3	6	·	23	-5	-2.4	-0.1	-1
OCC[C@@H]1C[C@H](O)[C@@H](O)[C@@]2(OCCc3cc(Cl)ccc32)O1	4	1.0	0	·	·	0	-2.4	0.5	-1
Cc1ccccc1NC(=O)CSc1nnc(-c2ccccc2)n1-c1ccccc1	3	·	-3	0.5	17	-2	-2.9	-0.4	-1
COC(=O)c1cccc(S(=O)(=O)N2CCC(C)CC2)c1	7	·	4	0.4	-3	1	-1.0	0.4	8
C=CCOc1nc2c(c(=O)n(C)c(=O)n2C)n1Cc1ccccc1	17	-1.0	-8	0.5	-5	2	-1.7	-0.8	-4
O=C(CCN1CCOCC1)Nc1c(-c2ccccc2)c2cc(Br)ccc2[nH]c1=O	-4	·	-4	-0.4	16	9	-1.3	0.8	-1
Cc1nn(-c2ccccc2)c(Cl)c1C(=O)NNC(=O)c1ccccc1O	-7	-0.3	10	6.9	-1	-3	-1.8	-0.4	-5
C=CCNC(=O)c1ccccc1NC(=O)Cc1ccccc1[N+](=O)[O-]	-7	·	12	0.4	2	-5	-5.6	0.0	0
Cc1sc2nc(SCC(=O)Nc3c(C)n(C)n(-c4ccccc4)c3=O)n(C)c(=O)c2c1C	2	·	-4	1.1	8	-6	-0.6	0.6	-2
Cc1nc([N+](=O)[O-])c(N2CCOCC2)n1Cc1ccccc1	-6	1.2	-2	-0.5	-1	·	-0.5	·	·
CCOC(=O)Nc1ccc2c(c1)N(C(=O)CN)c1ccccc1CC2	3	1.0	-8	-0.5	4	-8	-8.8	0.9	4
COCC(=O)N(Cc1cc2ccc(C)cc2[nH]c1=O)c1ccccc1C	2	2.5	-14	-1.2	11	-52	0.7	-4.4	7
COc1ccc(OC)c(NC(=O)C2CC2c2ccccc2)c1 (stereo not drawn)	0	0.0	-11	0.9	12	?	0.4	-1.2	8
Cc1ccc(S(=O)(=O)NCCC(=O)N2CCC(Cc3ccccc3)CC2)cc1	0	2.0	6	1.4	4	-2	-0.6	-3.3	-1
C=C1CCc2c([nH]c3ccc(OCC(C)C)cc23)C1=O	-1	-2.1	7	0.3	4	?	-4.1	0.1	-15
Nc1nc2sc3c(c2cc1C(=O)N1CCOCC1)CCCC3	-1	·	-40	0.6	-1	2	-0.9	-0.6	4
C1=CN2CCC1C(c1ccccc1)C2 (stereo not drawn)	2	·	5	0.1	-6	-2	-0.8	0.1	-1
O=C(Nc1ccnn1C1CCN(C2CCC2)CC1)c1cccc(F)c1	-4	-0.7	1	-0.3	2	2	-4.7	-0.3	2
Cc1cc(C)nc(SCCCNCc2ccccc2)n1	-4	0.3	-10	-0.6	-12	0	-1.3	1.6	-10

Taken from above:
BoNT-F LC inh with `O=C(Nc1cc(S(=O)(=O)N2CCCCC2)ccc1Oc1ccccc1)C1=COCCO1` : -7
CCHF vOTU inh with `Cc1cc(C)cc(N(CC(=O)N2CCN(Cc3ccccc3)CC2)S(=O)(=O)c2c(C)noc2C)c1` : 4
Y pestis TopoI with `CC(C)OC(=O)c1cccc(-c2ccc(C=O)o2)c1` : 3

Rows were taken by chance; 2.3% or so of the library scored in one or more.
